GAA inhib: inhibitors of human lysosomal alpha-glucosidase; Potency, µM (series often up to 76.9 µM), inactives show at the highest dose activity change, negative = inhibition, most hits filed as inhibitors; 200,000 compounds, 0.005% hits; purified human GAA, 4-MU-alpha-glucoside fluorescence; P10253;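 note: plate controls were uninhibited enzyme wells for no effect and no-enzyme background for full effect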
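Human enzyme at 4 nM with 400 uM 4-methylumbelliferyl-alpha-D-pyranoside, citrate/phosphate buffer pH 5.0, 0.005% Tween-20, 20 min at room temperature. Compounds up to 77 uM. 4-MU fluorescence (Ex 365/Em 440) read after NaOH/glycine stop; AC50 from Hill fit.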
Tau fibril ThT: inhibitors of human tau fibril formation, thioflavin T binding; P10636; recombinant tau K18 P301L, heparin-induced fibrillization, ThT fluorescence; Potency, µM (series often up to 57.4 µM), for the others: top-dose activity, negative = inhibition, actives largely listed as inhibitors; 270,000 compounds, 2.1% hits; AID 1460; note: % is set by controls: 0 for no effect and ±100 for the full control effect; nearly all actives have a fitted effect of over 55% in size
Target sequence (P10636 561-689 P618L limits assumed): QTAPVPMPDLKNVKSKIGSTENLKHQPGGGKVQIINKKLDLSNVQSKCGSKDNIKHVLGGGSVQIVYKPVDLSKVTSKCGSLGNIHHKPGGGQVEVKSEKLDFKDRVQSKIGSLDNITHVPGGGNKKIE
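Using a mix of unlabeled (15 uM) and Alexa 594-labeled (0.24 uM) tau K18 P301L, heparin-triggered fibrillization over 6 hr at 37 C was scored by ThT fluorescence.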
aGlu spleen mod: lysosomal alpha-glucosidase (human) modulation. P10253. human spleen homogenate, 4-MU-alpha-glucoside fluorescence. Potency, µM (highest dose often 79.9 µM), without a hit: top-dose activity change, negative = inhibition, most hits filed as inhibitors. 240,000 compounds, 0.006% hits. AID 2112;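 note: 0% = enzyme with vehicle and -100% = no enzyme basal signal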
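AC50 values come from Hill-equation fits of concentration-response data, normalized to no-enzyme and full-activity controls. Enzyme source: 1 ug human spleen homogenate; 1 mM fluorogenic 4-MU glucoside, pH 5.0 citrate buffer, 37 C, 40 min.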
Tau FP inhib: inhibitors of human tau fibril formation; P10636; K18 P301L tau heparin fibrillization, Alexa594 FP, 6 h; Potency, µM (doses to about 57.7 µM), for inactives: top-dose activity, negative = inhibition, hits mostly inhibitors; 280,000 compounds, 0.39% hits; note: % is set by controls: 0 for no effect and ±100 for the full control effect; nearly all actives have a fitted effect of over 55% in size
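Human K18 P301L fragment (15 uM unlabeled plus 0.24 uM Alexa 594-labeled) in 100 mM sodium acetate pH 7 with compound, aggregation induced by 20 uM heparin for 6 hr at 37 C. ThT (30 uM) added for 1 hr, then Alexa 594 FP read.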
GAA glycogen mod: alters human alpha-glucosidase cleavage of glycogen. recombinant GAA, glycogen substrate, Amplex Red glucose oxidase fluorescence. Potency, µM (top dose mostly 76.4 µM), without a hit: top-dose activity change, negative = inhibition, most hits filed as inhibitors. 300,000 compounds, 0.38% hits;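 note: 0% = full enzyme reaction and -100% = no-enzyme basal signal; the screen sought inhibitors and activators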
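qHTS, 1536-well; enzyme 4 nM final; cpd up to 77 uM; substrate bovine liver glycogen 30 ug; 50 mM citrate/phosphate pH 5.0, 0.01% Tween-20; 37 C, 40 min; Amplex Red detection 45 min RT; Hill fit → AC50.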
HTT ATP protect: protects HTT-Q103 PC12 cells, measured by ATP | Potency, µM (titrated, usually from 56.4 µM), inactives show cytoprotection (ATP increase), most hits filed as activators | AID 1471 | 230,000 compounds, 0.14% hits | PC12 HTT-Q103 induced, cytoprotection, ATP luminescence, 40 h;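 note: % of control where 0% means no effect; nearly all actives have a fitted effect of over 45% in size; toxic huntingtin expression switched on by the ecdysone agonist tebufenozide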
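Quantitative HTS on tebufenozide-induced (100 nM) PC12 cells expressing HTTQ103 exon 1–GFP; compounds tested as a concentration series; survival measured via cellular ATP.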
aGal spleen mod: inhibits or activates alpha-galactosidase in human spleen homogenate. P06280. human spleen homogenate, 4MU-alpha-Gal fluorescence, 40 min. Potency, µM (titrated, usually from 80 µM), for inactives: at the highest dose activity change, negative = inhibition, actives largely listed as inhibitors. 240,000 compounds, 0.008% hits;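 note: 0% = enzyme with vehicle and -100% = no enzyme basal signal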
Target sequence (P06280 32-429 limits assumed): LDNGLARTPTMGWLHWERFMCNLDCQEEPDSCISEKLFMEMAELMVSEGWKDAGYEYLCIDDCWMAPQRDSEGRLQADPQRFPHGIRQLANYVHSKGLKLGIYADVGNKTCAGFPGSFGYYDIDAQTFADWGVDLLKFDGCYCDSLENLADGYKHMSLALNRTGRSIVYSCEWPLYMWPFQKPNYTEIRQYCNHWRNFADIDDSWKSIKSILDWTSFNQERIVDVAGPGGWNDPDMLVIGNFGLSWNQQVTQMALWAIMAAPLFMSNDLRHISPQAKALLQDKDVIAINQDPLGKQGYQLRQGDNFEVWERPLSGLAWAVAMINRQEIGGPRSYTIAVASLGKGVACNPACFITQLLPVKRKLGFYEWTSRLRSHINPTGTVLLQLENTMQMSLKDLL
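Fluorogenic readout (Ex 365/Em 440 nm) of 4-methylumbelliferone released from 1 mM 4-MU-alpha-galactoside by spleen homogenate, 40 min at 37C, pH 5.0. Data normalized to no-enzyme and enzyme controls; Hill-equation AC50 from compound titrations.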
Tau fluor counter: counter-screen for tau fibril formation inhibitors; tau K18 P301L (four-repeat tau fragment) Alexa594 fluorescence, heparin fibrillization; Potency, µM (highest dose often 57.7 µM), for the others: at the highest dose activity change, negative = decrease; 280,000 compounds, 0.93% hits; AID 1463; note: % is set by controls: 0 for no effect and ±100 for the full control effect; nearly all actives have a fitted effect of over 55% in size
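Human K18 P301L tau (15 uM unlabeled plus 0.24 uM Alexa 594-labeled, final) in 100 mM sodium acetate pH 7 was mixed with compound and 20 uM heparin and incubated 6 hr at 37 C.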
* marks the source's active call; other numbers are inactive results; ? = inconclusive; / = not tested or not shown; & = joins results of further samples; [ ] = dose if it differs, or a comment. Calls come from the whole dose curve; as a rule, active = well fitted curve in the direction sought with a large enough effect; inconclusive = small, poorly fitted or top-dose-only effect, or another doubt; inactive = no such curve, though single readings can be large; an effect the other way counts as inactive or inconclusive. Potency is the fitted concentration of half-maximal effect.

SMILES	GAA inhib	Tau fibril ThT	aGlu spleen mod	Tau FP inhib	GAA glycogen mod	HTT ATP protect	aGal spleen mod	Tau fluor counter
COc1ccc(CCNC(=O)CCn2c(=O)c3ccccc3n(Cc3ccccc3)c2=O)cc1OC	/	-9%	/	-19%	10%[76.3 µM]	/	/	-12%
CCOC(=O)C1CCCN(C(=O)Cn2nc(C)n3c(cc4c(OC)cccc43)c2=O)C1 (stereo unspecified)	/	-1%	/	1%	-7%&3%[76.3 µM]	/	/	-7%
CCOC(=O)C1=C(c2ccccc2)Nc2ncnn2C1c1cc(OC)cc(OC)c1OC (stereo unspecified)	0%	-6%	0%	1%	?	-2%	3%	0%
CCC(CC)C(=O)Nc1cccc(C(=O)NC(C)(C)C)c1	8%	5%	1%	-1%	9%	-28%	-6%	1%
CCc1ccc(Nc2ncc3c(n2)CC(C)CC3=O)cc1 (stereo unspecified)	-5%	-8%	10%	-8%	-8%	6%[10 µM]	1%	-11%
CCCOC(=O)C1C2C=CC3(CN(c4cccc(Cl)c4)C(=O)C13)O2 (stereo unspecified)	6%	1%	4%	-4%	-3%	0%	7%	-6%
CCOC(=O)c1ccccc1NC(=O)c1cccc([N+](=O)[O-])c1	0%	-12%	-1%	-12%	-1%	-16%	-2%	-24%
COc1ccc(NC(=O)c2nc[nH]c2C(=O)N[C@@H](C)c2ccccc2)cc1	/	4%	12%	?	-3%	34%[10 µM]	-3%	?
Cc1ccc2c(c1)-c1c(cnn1CC(=O)N1CCN(c3cc(C)ccc3C)CC1)CO2	/	-8%	/	7%	11%[76.3 µM]	/	/	-11%
CCOc1cc(C)c(S(=O)(=O)Nc2ccc(Cl)cn2)cc1C	4%	-14%	8%	7%	1%	-10%	8%	-18%
COc1ccccc1NC(=O)C(=O)NNC(=O)c1ccco1	0%	0%	3%	-3%	20%	-6%	2%	-2%
COc1ccccc1NC(=O)Cn1c(=O)n(CCC(=O)NCC2CCCO2)c(=O)c2cc(OC)c(OC)cc21 (stereo unspecified)	/	-1%	/	-12%	3%[76.3 µM]	/	/	-9%
Cc1nn(Cc2ccc(C(=O)Nc3ccccc3C(F)(F)F)o2)c(C)c1Br	-2%	-13%	-4%	10%	3%	?	-6%	-6%
Cc1ccc(NC(=O)NC(=O)CN2C(=O)NC3(CCCCCCC3)C2=O)c(C)c1	-4%	-11%	-16%	1%	-1%	-19%	0%	-4%
Cc1ccc2nc(C3CCCN(C(=S)Nc4ccccc4C)C3)[nH]c2c1 (stereo unspecified)	10%	1%	-17%	-5%	3%	-4%	-5%	-5%
CC(=O)N1C=Cc2c(c(C)c3c([nH]c4ccccc43)c2C)C1	/	/	0%	-10%	-14%	-77%[inhibitor][10 µM]	7%	?
O=C1Nc2ccccc2C(O)(C(=O)NCc2ccc3c(c2)OCO3)N1c1ccccc1 (stereo unspecified)	0%	-6%	4%	2%	4%	-3%	12%	4%
O=C(CSc1nc2ccccc2c(=O)n1-c1ccccc1)c1c[nH]c2ccccc12	9%	13%	-3%	-2%	15%	-5%[10 µM]	8%	-25%
COc1ccccc1-c1c(C)oc2cc(OCC(=O)OCc3ccccc3)ccc2c1=O	0%	-17%	-7%	12%	5%	8%[10 µM]	-8%	-5%
CC1CCN(CCOCCOc2ccc(Cl)cc2Br)CC1	0%	-10%	-12%	1%	-5%	5%	-6%	-13%
O=c1c(C(c2c(O)nc3n(c2=O)CCS3)c2cccc3ccccc23)c(O)nc2n1CCS2	-3%	?	-2%	?	-3%	-7%	-5%	?
O=S(=O)(c1ccc(F)cc1)c1nc(-c2ccccc2F)oc1N1CCCCC1	1%	-7%	-2%	2%	-2%	-12%	1%	-11%
Cc1ccc(N2C(=O)C3C4C=CC(C4)C3C2=O)cc1C (stereo unspecified)	?	-9%	2%	-4%	17%	-12%	-2%	-6%
CC(C)NC(=O)CSCc1ccccc1Cl	8%	-17%	-7%	-2%	-6%	-5%[10 µM]	-1%	-11%
CCN(CC)S(=O)(=O)c1cccc(-c2nnc(SCCOc3ccccc3C)o2)c1	-13%	-20%	-3%	-3%	-4%	-4%[1.9 µM]	-3%	-27%
CCOC(=O)c1sc2nc(-c3ccco3)c3c(c2c1N)CC(C)(C)OC3	-5%	?	-10%	4%	-5%	-31%	-17%	-27%
O=C(CS)Nc1ccc2ccccc2c1	/	25µM*	5%	?	4%	3%[10 µM]	0%	?
Clc1ccccc1CSc1nnc(-c2cccnc2)n1Cc1ccco1	4%	-14%	-7%	11%	-8%	-7%[0.074 µM]	-21%	-2%
c1cncc(-c2cncnc2-n2ccnc2)c1	/	-9%	9%	-3%	/	15%	11%	-11%
O=C(Cn1cc(S(=O)(=O)Cc2cccc(Cl)c2)c2ccccc21)NCc1ccccc1Cl	/	5%	/	-11%	9%[76.3 µM]	/	/	-25%

At a glance, part of the list above:
SMILES	GAA inhib	Tau fibril ThT	aGlu spleen mod	Tau FP inhib	GAA glycogen mod	HTT ATP protect	aGal spleen mod	Tau fluor counter
Cc1ccc2c(c1)-c1c(cnn1CC(=O)N1CCN(c3cc(C)ccc3C)CC1)CO2	/	-8%	/	7%	11%[76.3 µM]	/	/	-11%
CCOc1cc(C)c(S(=O)(=O)Nc2ccc(Cl)cn2)cc1C	4%	-14%	8%	7%	1%	-10%	8%	-18%
COc1ccccc1NC(=O)C(=O)NNC(=O)c1ccco1	0%	0%	3%	-3%	20%	-6%	2%	-2%
COc1ccccc1NC(=O)Cn1c(=O)n(CCC(=O)NCC2CCCO2)c(=O)c2cc(OC)c(OC)cc21 (stereo unspecified)	/	-1%	/	-12%	3%[76.3 µM]	/	/	-9%

(further entries)
SMILES	GAA inhib	Tau fibril ThT	aGlu spleen mod	Tau FP inhib	GAA glycogen mod	HTT ATP protect	aGal spleen mod	Tau fluor counter
CCc1c(C)nc2ncnn2c1N1CCCC(C(=O)NCc2ccc3c(c2)OCO3)C1 (stereo unspecified)	-4%	3%	-5%	3%	4%	12%[10 µM]	-8%	5%
Cc1ccc(OCc2ccc(C(=O)Nc3nc4ccccc4n3Cc3ccccc3)o2)c([N+](=O)[O-])c1	-18%	-7%	2%	?	-11%	-45%[inhibitor]	5%	-27%
Cn1c(=O)[nH]c(=O)c2c1nc1n2CCCN1CCc1ccccc1	3%	2%	0%	4%	-2%	-32%	-12%	-1%
COc1ccc(C(C#N)Nc2ccccc2C)cc1 (stereo unspecified)	10%	-1%	-3%	-8%	-20%	2%	8%	-3%
CCCC(=O)OCC(=O)Nc1ccc2[nH]c(=O)[nH]c2c1	8%	?	-4%	-4%	-2%	1%[10 µM]	-2%	-13%
CCCCCCCNC(=O)CC(NS(=O)(=O)c1ccc(NC(C)=O)cc1)C(C)C (stereo unspecified)	-1%	-10%	-3%	1%	-2%	/	-18%	-17%
S=C(NCc1ccc2c(c1)OCO2)Nc1ccc2nsnc2c1	-1%	?	1%	?	-20%	-43%[inhibitor]	4%	?
CC(C)CC(NC(=O)OC(C)(C)C)c1cn([C@@H](CCC(=O)OC(C)(C)C)C(=O)N2CCN(C(=O)OC(C)(C)C)CC2)nn1 (stereo partly specified)	/	-17%	6%	2%	7%	-11%[10 µM]	8%	-3%
CCc1cc(=O)oc2cc(OCC(=O)N3CCCc4ccccc43)ccc12	-8%	?	0%	0%	1%	-29%	6%	-7%
CC(NC(=O)c1cccc(Br)c1)c1ccccc1 (stereo unspecified)	-24%	6%	1%	1%	5%	/	1%	10%
O=C(O)/C=C/C(=O)Nc1ccc(Cl)c(C(=O)O)c1	/	-1%	3%	-5%	4%	28%[10 µM]	4%	4%
O=C(Nc1ccccc1Cl)c1ccn[nH]1	-1%	-12%	-5%	4%	-1%	-8%	2%	-5%
COc1ccc(CCN(C)c2ccc(C(N)=O)cc2[N+](=O)[O-])cc1OC	6%	?	-30%	3%	3%	-19%	0%	-8%
O=C(O)CC(C(=O)O)c1cn(Cc2ccccc2)c2ccccc12 (stereo unspecified)	-8%	-17%	-4%	10%	6%	-19%	-4%	0%
CC(C)CC(NC(=O)C1CCCCC1)C(=O)Nc1cccc(C(F)(F)F)c1 (stereo unspecified)	/	5%	/	-6%	-1%[76.3 µM]	/	/	-2%
Cc1cc[n+](-c2ccccc2)c2ccccc12	2%	?	0%	-2%	5%	-15%[10 µM]	-2%	-11%
CC(CCc1ccccc1)NC(=O)c1nnc(Cc2ccc(F)cc2)o1 (stereo unspecified)	1%	-10%	-5%	-14%	2%	-3%	-7%	-15%
CCCc1nnc(NC(=O)c2cccs2)s1	2%	6%	-5%	-2%	1%	-27%	-1%	-2%
Cc1cc(C(=O)OCC(=O)Nc2ccccc2F)c(C)o1	5%	-4%	4%	2%	-20%	9%	5%	0%
O=C(CSc1nnc(Cc2ccccc2)n1-c1ccc(Cl)cc1)N1CCOCC1	-7%	-4%	0%	2%	1%	7%[0.074 µM]	9%	0%
Cc1cc2nnc(SCC(=O)NCC3CCCO3)n2c2ccccc12 (stereo unspecified)	?	1%	1%	-5%	?	-10%[10 µM]	-1%	-2%
CCOc1cc(-c2nc(-c3ccc(C)nc3OCC)no2)cc(OCC)c1OCC	0%	-1%	0%	-18%	/	12%	11%	-4%
COc1cccc(NC(=O)c2oc3ccccc3c2NC(=O)Cc2cccc(C)c2)c1	/	?	/	?	3%[76.3 µM]	/	/	?
CCOC(=O)N1CCN(c2nnnn2-c2ccccc2)CC1	-9%	-8%	4%	-1%	4%	-9%[0.074 µM]	0%	0%
CCOc1ccc(C(=O)NCC(=O)OCc2c(F)cccc2Cl)cc1OCC	3%	-10%	6%	?	-7%	9%[10 µM]	4%	-8%
O=S(=O)(c1ccc(S(=O)(=O)N2CCCC2)cc1)N1CCCCCC1	4%	4%	6%	6%	-13%	12%	11%	7%

Screens: PubChem, National Center for Advancing Translational Sciences (NCATS)
